Source: PubChem (several laboratories)
VHR inh abs = VHR1 phosphatase inhibitors, primary screen, biochemical, absorbance, uHTS; Dual specificity protein phosphatase 3 (Homo sapiens), P51452; recombinant VHR phosphatase, pNPP absorbance; inhibition, % at 13.3 µM; actives 0.52% (n = 290,000); AID 1654, 2009; in the data active means inhibition above about 50%; further: some compounds called inactive have numbers as strong as hits
Target sequence (P51452 whole entry, looked up): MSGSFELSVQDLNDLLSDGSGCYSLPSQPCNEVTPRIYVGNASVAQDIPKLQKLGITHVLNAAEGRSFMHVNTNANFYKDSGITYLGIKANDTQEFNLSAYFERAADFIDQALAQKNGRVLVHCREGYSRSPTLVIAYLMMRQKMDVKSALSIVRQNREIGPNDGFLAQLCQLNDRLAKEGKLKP
Rv3671c inh = Rv3671c serine protease inhibitors, primary screen, biochemical, fluorescence polarization, M. tuberculosis H37Rv; actives 0.048% (n = 320,000); inhibition, % at 5.96 µM; P9WHR9; AID 2606, 2010; in the data active means inhibition above about 38%;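 further: extracellular domain of Rv3671c used as enzyme; 0% = enzyme with DMSO and 100% = no enzyme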
3CLpro inhibitor = SARS-CoV 3CLpro protease inhibitors, primary screen, biochemical, quenched FRET; recombinant SARS-CoV 3CLpro, quenched FRET peptide cleavage; inhibition, % at 6 µM; actives 0.14% (n = 290,000); AID 1706, 2009; in the data active means inhibition above about 12%
Mtb FBA inh = Mtb FBA enzyme inhibitors, primary screen, biochemical, fluorescence, strain H37Rv | purified M. tuberculosis FBA, fluorescence read-out | inhibition, % at 1 µM | actives 2.3% (n = 360,000) | AID 588726, 2011; in the data active means inhibition above about 27%;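 further: 0% = vehicle and 100% = reference inhibitor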
GDH-TPI inh = GDH-TPI coupling enzyme inhibitors, primary screen, artefact control for M. tuberculosis FBA inhibitor project, biochemical, absorbance, full deck. AID 588335, 2011. actives 1.2% (n = 360,000). GDH-TPI coupled enzyme counterscreen, NADH absorbance. inhibition, % at 4.8 µM; in the data active means inhibition above about 30%;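 further: 0% = DMSO wells and 100% = wells lacking the enzyme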
MazEF act = activators of E. coli MazEF toxin-antitoxin RNase, primary screen, biochemical, fluorescence, uHTS; AID 504720, 2011; Endoribonuclease toxin MazF (Escherichia coli (strain K12)), P0AE70; FAM/BHQ RNA-DNA oligo cleavage fluorescence, 5 h; activation, % at 20 µM; actives 0.32% (n = 350,000); in the data active means activation above about 50%
Target sequence (P0AE70 whole entry, looked up): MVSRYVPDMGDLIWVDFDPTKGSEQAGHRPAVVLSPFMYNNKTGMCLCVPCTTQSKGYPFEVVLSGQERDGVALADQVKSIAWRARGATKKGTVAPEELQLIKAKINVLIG
UGM FP inh = M. tuberculosis UGM enzyme inhibitors, primary screen, biochemical, fluorescence polarization, single point; purified UGM, fluorescence polarization probe displacement; inhibition, % at 10 µM; actives 0.06% (n = 320,000); AID 504406, 2011; in the data active means inhibition above about 10%, passing the limit was not always enough
Target sequence (P9WIQ1 whole entry, looked up): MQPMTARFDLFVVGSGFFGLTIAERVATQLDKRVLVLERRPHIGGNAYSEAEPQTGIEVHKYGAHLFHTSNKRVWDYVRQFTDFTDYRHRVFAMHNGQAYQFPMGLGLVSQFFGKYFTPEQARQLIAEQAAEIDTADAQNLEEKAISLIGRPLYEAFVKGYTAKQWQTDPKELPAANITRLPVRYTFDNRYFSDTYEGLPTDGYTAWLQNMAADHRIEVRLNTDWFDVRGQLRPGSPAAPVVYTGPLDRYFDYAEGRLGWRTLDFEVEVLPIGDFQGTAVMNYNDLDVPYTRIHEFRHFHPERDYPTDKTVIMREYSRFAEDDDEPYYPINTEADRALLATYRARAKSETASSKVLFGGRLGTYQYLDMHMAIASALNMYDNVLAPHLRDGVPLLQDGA
Vc quorum ag = inducers of Vibrio cholerae quorum light production without autoinducers, primary screen, BH1578 luxS cqsA deficient, single point; V. cholerae BH1578 lux reporter, luminescence, 6 h; actives 0.16% (n = 350,000); AID 588436, 2011; activation, % at 18.7 µM; in the data active means activation mostly above about 9.7%, no sharp cut-off; further: not every result past the cut was called active; inactives centre near 0; reference of the scale not given here
Mtb BioA inh = M. tuberculosis BioA enzyme inhibitors, primary screen, biochemical, plate reader, single point, HTS; 7,8-diaminopelargonic acid synthase BioA (Mycobacterium tuberculosis); purified M. tuberculosis BioA enzyme; inhibition, % at 9.99 µM; actives 0.096% (n = 360,000); in the data active means inhibition above about 40%
SSB-PriA inh = inhibitors of Klebsiella pneumoniae PriA binding to SSB C-terminal tail, primary screen, biochemical, AlphaScreen. actives 0.6% (n = 430,000). inhibition, % at 33 µM. PriA–SSB C-terminal tail interaction (Klebsiella pneumoniae). AlphaScreen SSBct-PriA binding, biotinylated peptide. AID 1272365, 2023; in the data active means inhibition mostly above about 37%, no sharp cut-off; inactive means mostly below about 20%;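 further: plate controls were negative control peptide for no effect and reference peptide for full effect; strong numbers were not always called active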
* marks the source's active call; other numbers are inactive results; i = inactive; . = not tested or not shown; & = joins results of further samples.

Molecule	SSB-PriA inh	GDH-TPI inh	Mtb BioA inh	Rv3671c inh	Mtb FBA inh	MazEF act	Vc quorum ag	VHR inh abs	3CLpro inhibitor	UGM FP inh
O=C(OCc1cccc([N+](=O)[O-])c1)c1ccc2ccccc2n1	15	-5	-1.4	1	1	3	-3.3	23	-1	0.4
COc1cc(C(N)=O)cc(Br)c1OCc1ccccc1	-4	-9	.	-12	2	-5	-0.2	-8	0	0.1
CC(=O)c1cccc(-n2nnnc2SCC(=O)N2CCCC2)c1	-12	-6	3.4	-3	-5	-7	.	-5	4	-2.2
O=C1CN(C(=O)c2ccc(F)c(S(=O)(=O)N3CCOCC3)c2)c2ccccc2N1	7	10	.	7	-2	1	-0.5	2	3	0.6
COc1ccc(/C=C/C(=O)N2CCN(S(=O)(=O)c3ccccc3)CC2)cc1OC	-7	6	.	-2	3	-1	-0.3	29	-4	0.1
Cn1c(C(=O)N[C@@H](Cc2ccccc2)C(=O)O)cc2cc(F)ccc21	7	-9	0.4	9	8	-6	i	-19	1	1.1
c1ccc(Cn2ncc3c(Nc4ccccc4)ncnc32)cc1	-6	1	-2.0	1	-1	-9	0.8	30	-2	0.7
Cc1ccc(S(=O)(=O)N(C)CC(=O)NC2CC(C)(C)NC(C)(C)C2)cc1	-12	4	1.2	2	1	10	i	10	3	0.8
Nc1nonc1-n1nnc(C(=O)N/N=C/c2ccc(OCc3cccc(Cl)c3)cc2)c1CN1CCCCC1	.	5	.	-3	-3	-6	i	-18	7	1.4
Fc1ccccc1-c1nc(-c2ccc(Cl)cc2)no1	-21	4	-1.0	1	1	2	-0.2	.	-2	-2.2
COc1ccc(OCC(=O)Nn2c(-c3ccc(C)cc3)nc3ccccc3c2=O)cc1	2	4	.	5	2	0	-0.3	-5	3	0.0
CCNc1nc(NCC)n2c(SCC(=O)Nc3ccc(C)cc3Br)nnc2n1	2	-5	1.0	2	-4	2	i	.	.	1.9

Remaining list, next part
Molecule	SSB-PriA inh	GDH-TPI inh	Mtb BioA inh	Rv3671c inh	Mtb FBA inh	MazEF act	Vc quorum ag	VHR inh abs	3CLpro inhibitor	UGM FP inh
O=C(O)c1ccc(-n2nc(C(F)(F)F)c3c2CCCC3)cc1	-11&-2&-19	1&7	-2.0	0&-2	2&0	4&-3	i	21&-6	5&5	-2.2&1.4
C=COCCNC(=S)N1CCOCCOCCN(C(=S)NCCOC=C)CCOCC1	-16	2	.	-10	-3	-6	i	22	4	1.6
CC(O)CNc1ncnc2cc(-c3ccc(F)cc3)sc12 (configuration not stated)	-5	6	-0.4	-5	16	13	0.9	40	-1	0.7
CCOC(=O)CNC(=O)N1CCCC(C(=O)c2ccc3c(c2)OCO3)C1 (configuration not stated)	-13	0	.	-12	-1	-6	-0.2	22	1	2.2
O=C1CN(S(=O)(=O)c2ccc(Cl)cc2)c2ccccc2N1	0	4	-1.3	4	-1	5	-0.3	19	-1	-1.4
CCNc1ccc(S(=O)(=O)N(C)C)cc1NCC(=O)Nc1ccc(Br)cc1F	-5	8	-3.6	-9	1	12	-0.2	6	5	.
Cc1ccc2nc(SCC(=O)NCc3ccc(F)cc3)[nH]c2c1	-2	4	-1.8	-3	4	-1	i	62	-2	0.2
CCC(CC)NC(=O)COC(=O)c1ccc(NS(=O)(=O)c2ccc3c(c2)OCCO3)cc1	-11	28	-3.9	-5	1	0	i	-10	2	1.2
CCN1C(=O)c2ccccc2S(=O)(=O)c2ccc(C(=O)NCCOC)cc21	-6	1	-0.3	0	3	3	i	27	3	1.3
O=C(NCC1CCN(C(=O)c2cccc([N+](=O)[O-])c2)CC1)c1cccc([N+](=O)[O-])c1	-3	4	2.2	3	-2	13	-0.1	31	-8	-2.6
O=c1c2ccccc2oc2nc(-c3ccco3)n(-c3ccccc3)c(=O)c12	-9	9	-1.0	-9	6	-3	-0.8	42	6	-0.7
C/C(Cc1ccccc1)=N\NC(=O)CNC(=O)c1cccc(Cl)c1	.	16	.	-1	1	5	-0.4	-4	3	-1.4

Taken from above.
3CLpro inhibitor result of O=C1CN(S(=O)(=O)c2ccc(Cl)cc2)c2ccccc2N1 → -1
GDH-TPI inh result of COc1ccc(/C=C/C(=O)N2CCN(S(=O)(=O)c3ccccc3)CC2)cc1OC → 6

The listing continues.
Molecule	SSB-PriA inh	GDH-TPI inh	Mtb BioA inh	Rv3671c inh	Mtb FBA inh	MazEF act	Vc quorum ag	VHR inh abs	3CLpro inhibitor	UGM FP inh
CCCC(C)C(=O)Nc1ccc2c(c1)OCCO2 (configuration not stated)	-3	10	-5.3	0	5	0	-0.5	6	4	-2.2
CS(=O)(=O)N(CC(=O)Nc1ccc2c(c1)OCO2)c1ccc2c(c1)OCO2	0	-5	1.9	5	0	8	-0.2	-5	1	0.5
Cc1onc(-c2ccccc2)c1C(=O)OCC(=O)c1ccc(F)cc1	.	-3	-1.2	.	0	7	-10	.	.	.
COCCCNc1c2c3c(cccc3[nH]c1=O)C(=O)c1ccccc1-2	10	12	i	137*	-6	.	-0.2	13	-7	102*
O=C(O)CCc1nn2c3ccccc3nc2n(Cc2ccccc2)c1=O	-13	0	.	-3	-1	-5	-0.4	-20	-2	-1.6
COc1ccc(/C=N/NC(=S)NCc2ccccc2)cc1OC	.	27	.	3	0	-10	-0.2	-1	3	-1.4
C[C@H](CO)N1C[C@H](C)[C@@H](CN(C)C(=O)CC2CC2)Oc2cc(Br)ccc2S1(=O)=O	.	15	-5.5&-0.2&0.5	.	2	3	i	.	.	.
N[C@@H](CCl)C(=O)O	-9	8	0.6	-5	-4	10	-0.4	.	.	-2.4
CC1(C)CC(CC(=O)O)(c2ccc(Cl)cc2)CCO1 (configuration not stated)	1	7	-3.6	0	0	4	16	20	-2	-4.5
N#CCCn1cc(C(=O)NCc2ccccc2)c(-c2ccccc2)n1	10	-10	.	1	-6	0	-0.5	6	1	3.7
COc1ccc(NC(=O)c2ccc(NC(=O)CSc3nccc(=O)[nH]3)cc2)cc1	-4	6	-1.3	-11	4	2	i	11	-4	-1.0
COc1cccc(CN2CCCC(CNC(=O)c3ccc(F)cc3)C2)c1OC (configuration not stated)	-1	-6	.	-3	0	2	i	-14	-1	1.7

Following part.
Molecule	SSB-PriA inh	GDH-TPI inh	Mtb BioA inh	Rv3671c inh	Mtb FBA inh	MazEF act	Vc quorum ag	VHR inh abs	3CLpro inhibitor	UGM FP inh
CC(C)=CCC/C(C)=C/CC/C(C)=C/CC/C(C)=C/CC1=C(C)C(=O)c2ccccc2C1=O	3	7	-5.9	1	-1	-6	15	-1	.	.
Cn1c(C(=O)N2CCOCC2)cnc1Sc1ncc(C(F)(F)F)cc1Cl	5	6	-1.6	5	1	1	-0.1	12	0	0.9
Fc1ccc(NC(=S)Nc2cccnc2)c(F)c1F	2	-6	.	4	4	-1	-1.6	2	2	.
Cc1ccc(-n2ncc3c(=O)n(CC(=O)N4CCN(c5ccccc5F)CC4)cnc32)cc1C	-1	-1	0.7	-1	4	28	i	36	0	-0.4
Cc1noc(NS(=O)(=O)c2ccc(N/C=C\C(=O)c3ccncc3)cc2)c1C	-12	20	-2.2	-2	-2	6	-0.7	-10	1	4.1
Cn1c(CN2CCN(S(C)(=O)=O)CC2)nc2cc([N+](=O)[O-])ccc21	-5	4	3.0	0	1	-5	-6.7	10	-1	1.4
O=C(NCc1cccc(Cl)c1)NC(=O)c1csc([N+](=O)[O-])c1	-7	0	.	3	0	-9	-0.5	2	-1	-0.9
Cn1c(NCCCN2CCOCC2)nc2c1c(=O)n(Cc1ccc(Cl)cc1)c(=O)n2C	-11	13	1.8	0	-1	2	-1.9	25	2	0.2
CN(C)S(=O)(=O)c1ccc(Cl)c(NC(=O)CSc2nc3ccccc3c(=O)n2CCCN2CCOCC2)c1	-3	-4	-2.9	6	2	3	-0.4	5	4	-2.4
CCOc1ccc(CNC(=O)CCc2cn(C)c3ccccc23)cc1OC	6	15	-0.5	-2	1	2	-0.3	22	6	1.4
COC(=O)c1[nH]c(C)c(/C(O)=C2\C(=O)C(=O)N(CCN3CCOCC3)C2c2ccco2)c1C (configuration not stated)	.	14	1.2	-5	2	-7	0.8	-19	2	2.6
CC(C)(C)C(=O)Nc1ccc(-c2cc3cc(Cl)ccc3o2)cc1	-9	11	.	4	1	-6	2.5	35	-3	-1.5

(listing goes on)
Molecule	SSB-PriA inh	GDH-TPI inh	Mtb BioA inh	Rv3671c inh	Mtb FBA inh	MazEF act	Vc quorum ag	VHR inh abs	3CLpro inhibitor	UGM FP inh
COc1ccc(-n2ccnc2SCC(=O)NCc2ccccc2)c(OC)c1	-2	13	3.3	-1	1	-9	-0.3	-6	1	1.8
COc1ccc(CCNC(=O)C2CCN(C(=O)c3ccc(Br)cc3)CC2)cc1	-8	9	-2.5	6	-1	-3	-0.1	18	2	3.6
COC1=CC(=O)C(OC)=C(OC)C1=O	5	2	-1.0	.	1	0	i	.	.	.
COc1ccc(C(=O)N2CCN(S(=O)(=O)c3ccc(C)cc3C)CC2)cc1OC	-4	-9	6.3	-9	-1	12	-1.5	8	2	-0.4
CS(=O)(=O)c1ccc2nc(NC3(C(F)(F)F)N=C4SCCN4C3=O)sc2c1 (configuration not stated)	-5	9	-0.7	-4	1	-9	4.6	32	-5	2.5
O=C1OC(N2C(=O)CC[C@H]2C(=O)Nc2cccc(F)c2)c2ccccc21 (some centres not stated)	3	2	-0.3	-4	0	-12	-0.3	1	4	0.2
O=C1C=C(c2ccc(Oc3ccccc3)cc2)C[C@@H](c2ccc(F)cc2)C1	2	10	-2.1	-9	1	-4	-0.1	.	.	-4.3
CCOc1ncccc1C(=O)OCC(=O)NCCCc1ccccc1	6	0	1.0	0	3	5	i	.	.	-0.5
COc1ccc2c(c1)C(C)CC(C)(C)N2C(=O)CSc1ncn[nH]1 (configuration not stated)	-4	-4	0.6	-3	1	3	i	7	-3	-0.4

Limited to VHR inh abs, Mtb FBA inh and Mtb BioA inh, for some of the entries so far:
canonical_smiles	VHR inh abs	Mtb FBA inh	Mtb BioA inh
COc1ccc(-n2ccnc2SCC(=O)NCc2ccccc2)c(OC)c1	-6	1	3.3
COc1ccc(CCNC(=O)C2CCN(C(=O)c3ccc(Br)cc3)CC2)cc1	18	-1	-2.5

This is a subset, so the mix of outcomes need not match the whole.
